PDI turbidity: inhibitors of human PDI, primary screen, biochemical, turbidity, single point, plate reader. inhibition, % at 10 µM. PDI insulin aggregation turbidity, A650, 90 min. 350,000 tested, 0.052% active. Protein disulfide-isomerase (Homo sapiens), P07237;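 active = mean inhibition across replicates of 30% or more, whatever share of single replicates reach that level; inconclusive = mean inhibition below 30% while every single replicate reaches 30%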;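 also: absorbance from insulin aggregation driven by PDI reduction with DTT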
Target sequence (P07237 whole entry, looked up): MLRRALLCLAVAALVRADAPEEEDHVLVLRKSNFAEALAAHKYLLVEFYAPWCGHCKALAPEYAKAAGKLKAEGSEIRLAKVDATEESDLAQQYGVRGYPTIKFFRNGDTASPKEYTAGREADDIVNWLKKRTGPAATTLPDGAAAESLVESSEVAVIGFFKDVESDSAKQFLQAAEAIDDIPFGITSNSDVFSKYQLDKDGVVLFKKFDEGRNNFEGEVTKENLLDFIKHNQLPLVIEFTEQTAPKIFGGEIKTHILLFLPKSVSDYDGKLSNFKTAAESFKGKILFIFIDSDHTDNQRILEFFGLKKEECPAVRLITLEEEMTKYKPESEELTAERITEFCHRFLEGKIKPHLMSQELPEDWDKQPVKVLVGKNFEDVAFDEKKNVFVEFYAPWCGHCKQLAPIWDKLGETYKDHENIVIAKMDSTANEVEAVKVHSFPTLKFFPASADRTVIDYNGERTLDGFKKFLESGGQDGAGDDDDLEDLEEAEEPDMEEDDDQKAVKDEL
N-glyco inh: increase of ERlucT glycosylation luciferase signal, primary screen, N-linked glycosylation inhibitor project, D54 ERlucT cells, luminescence, set 2 | D54 ERlucT glycosylation luciferase reporter, 24 h; percent of 100 nM tunicamycin response | reporter increase, % at 12.5 µM | 360,000 tested, 0.23% active | AID 588692, 2011;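 active = mean luciferase reporter signal, scaled so untreated is 0 and the glycosylation-blocking control 100, at or above a set limit in every replicate; inconclusive = mean reaches the limit but not every replicate does; inactive = mean below the limit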;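 also: luciferase carries N-glycosylation sites so blocking glycosylation raises the light; 0% = median of neutral control wells and 100% = median of 100 nM tunicamycin wells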
aDG glyco up: activators of alpha-DG glycosylation, primary screen, uHTS, Pro5-aDG cells, AlphaScreen | alpha-DG glycosylation AlphaScreen (IIH6); 0% Pro5, 100% B10-LARGE cell signal | activation, % at 10 µM | 360,000 tested, 0.22% active | AID 624168, 2012;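 active = activation of at least 8% versus controls, or a plate z-score of at least 8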;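 also: Pro5 are CHO cells carrying HIG-tagged alpha-DG that lacks glycosylation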
Cardio protect: cardioprotection against H2O2-induced cell death, primary screen, uHTS, H9c2 cells, ATPLite luminescence; H9c2 cardiomyocytes, H2O2 injury protection, 2 h; protection from H2O2 cell death, % at 20 µM; 360,000 tested, 0.63% active; AID 588492, 2011;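 active = compounds giving at least 50% protection of heart cells from peroxide-induced death in the single-dose screen, raw or plate-pattern-corrected value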;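 also: 0% = DMSO wells with peroxide and 100% = DMSO wells without peroxide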
m5-HT2A agonist: mouse Htr2a agonists via beta-arrestin recruitment, primary screen, cell-based, luminescence; 5-hydroxytryptamine receptor 2A (Mus musculus), P35363; 360,000 tested, 0.66% active; activation, % at 7.6 µM; CHO-K1 mHTR2A beta-arrestin complementation; percent of 30 µM serotonin response;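 active = activation above a run cutoff, the mean activation of all tested compounds plus 3 SD, cut at about 14% in these data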;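 also: 0% = plate median of compound wells and 100% = 30 µM serotonin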
Target sequence (P35363 whole entry, looked up): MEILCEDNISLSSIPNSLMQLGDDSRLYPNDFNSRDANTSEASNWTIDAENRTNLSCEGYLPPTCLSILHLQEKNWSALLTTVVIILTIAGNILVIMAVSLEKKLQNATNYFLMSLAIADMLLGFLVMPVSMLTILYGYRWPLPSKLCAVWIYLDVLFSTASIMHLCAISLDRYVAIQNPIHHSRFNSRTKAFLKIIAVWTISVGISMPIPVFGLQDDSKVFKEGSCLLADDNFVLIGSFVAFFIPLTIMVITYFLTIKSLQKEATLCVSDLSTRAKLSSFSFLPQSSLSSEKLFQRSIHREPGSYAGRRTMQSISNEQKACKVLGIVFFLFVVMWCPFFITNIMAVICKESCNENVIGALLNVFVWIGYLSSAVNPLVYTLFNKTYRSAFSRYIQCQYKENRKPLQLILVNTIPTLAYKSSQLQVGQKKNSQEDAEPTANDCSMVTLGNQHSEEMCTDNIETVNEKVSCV
hiPSC survival: enhancers of single-cell hiPSC survival, primary screen, ATPlite luminescence | 360,000 tested, 0.044% active | 100% = ROCK inhibitor wells, 0% = DMSO | survival enhancement, % at 20 µM; in the data active = survival enhancement above about 18%;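 also: cells exposed to compounds for 16 hours before the ATP read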
Vif imaging: HIV Vif self-association inhibitors, primary screen, imaging, HEK293T, single point. HEK293T cells, Vif self-association by quenched fluorescence, 24 h. inhibition, % at 7.49 µM. 340,000 tested, 0.35% active; in the data active = inhibition above about 50%, passing the limit was not always enough; inconclusive = no clear call, values can overlap the other calls; inactive = below about 31%; also: some results filed as inactive read as strong as hits
Exocytosis inh: LAMP-1 surface exposure blockers, TALL-104 cells – cell-based, flow cytometry, MLPCN library, primary screen; TALL-104 LAMP-1 surface exposure; cells stimulated with thapsigargin and PMA; 360,000 tested, 0.66% active; inhibition, % at 10 µM;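 active = inhibition above about 55%, limit read from the data; inconclusive = no clear call, values can overlap the other calls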
CaV13 FRET inh: Disruptors of the CACNA1D IQ motif to Ca2+-dependent inactivation inhibitor domain association, primary screening, Förster resonance energy transfer in intact living …. 340,000 tested, 0.098% active. inhibition, % at 12.3 µM. HEK cells, CFP/YFP FRET ICDI-IQ, plate reader, 10 min; percent FRET-ratio fall versus neutral wells;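 active = mean replicate inhibition of at least 30% and at least 1% of replicates passing that level; inconclusive = only one of the two criteria is met; inactive = neither criterion is met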;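 also: 0% = median of the neutral control wells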
ABCB6 inh 2: ABCB6 transporter inhibitors, primary screen, K562-ABCB6 cells, flow cytometry, MLPCN library | ATP-binding cassette sub-family B member 6 (Homo sapiens), Q9NP58 | 360,000 tested, 0.19% active | fluorescence ratio to DMSO, % at 10 µM | AID 602162, 2011 | K562-ABCB6 porphyrin accumulation, 1 h; stronger effect = lower value;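 active = fluorescence ratio to DMSO below 75%, the collection mean minus 3 SD; inconclusive = too few cells collected in the well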;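 also: signal is porphyrin accumulated inside mitochondria; 100% equals median channel fluorescence of DMSO control wells; lower ratio means ABCB6 inhibition with less porphyrin fluorescence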
* marks the source's active call; other numbers are inactive results.

`Cc1ccc(OC(=O)c2cc(=O)c3ccccc3o2)cc1` gave PDI turbidity -3, N-glyco inh 1, aDG glyco up -0.1, Cardio protect 8, m5-HT2A agonist 4, hiPSC survival -1.7, Vif imaging -4, Exocytosis inh -5, CaV13 FRET inh -3 and ABCB6 inh 2 104.
CCOC(=O)C1(Cc2cccc(F)c2)CCN(Cc2nc(CC)[nH]c2C)CC1 was read as PDI turbidity 2, N-glyco inh 0, aDG glyco up 0.1, Cardio protect -14, m5-HT2A agonist 5, hiPSC survival -1.3, Vif imaging 85*, Exocytosis inh 0, CaV13 FRET inh -8 and ABCB6 inh 2 121.
For CN(Cc1ccccc1)c1ncnc(N)c1[N+](=O)[O-] the results were PDI turbidity 2, N-glyco inh -8, aDG glyco up 0.2, Cardio protect 3, m5-HT2A agonist 4, hiPSC survival 2.3, Vif imaging -5, Exocytosis inh 0, CaV13 FRET inh -3 and ABCB6 inh 2 91.
`CC1c2[nH]c3ccccc3c2C[C@H]2C(=O)N(CCO)CC(=O)N12` (stereo not given in full) gave PDI turbidity -23, N-glyco inh 0, aDG glyco up 0.1, Cardio protect -1, m5-HT2A agonist 0, hiPSC survival 0.2, Vif imaging -6, Exocytosis inh -1, CaV13 FRET inh -20 and ABCB6 inh 2 97.
Cc1ccc(NC(=O)Nc2cccc(C(F)(F)F)c2)nc1 was read as PDI turbidity -4, N-glyco inh -2, aDG glyco up -0.4, Cardio protect 0, m5-HT2A agonist 3, hiPSC survival 0.6, Vif imaging 0, Exocytosis inh 18, CaV13 FRET inh -4 and ABCB6 inh 2 91.
For O=C(Nc1cc(C(F)(F)F)ccc1-n1cncn1)c1ccc(-c2ccccc2)cc1 the results were PDI turbidity -1, N-glyco inh 2, aDG glyco up 0.7, Cardio protect -8, m5-HT2A agonist -4, hiPSC survival -2.9, Vif imaging 4, Exocytosis inh 5, CaV13 FRET inh -4 and ABCB6 inh 2 108.
Cc1ccc(-n2ncc3c2CC(C)(C)CC3NC(=O)CCn2cncn2)cc1 (stereo not given) was read as PDI turbidity 0, N-glyco inh -1, aDG glyco up 0.1, Cardio protect 0, m5-HT2A agonist -1, hiPSC survival 2.2, Vif imaging 4, Exocytosis inh 4, CaV13 FRET inh -2 and ABCB6 inh 2 97.
Cc1ccc(-c2ccc(CN3C(C)C(=O)N(Cc4cn(CCC5OCCCO5)nn4)CCS3(=O)=O)cc2)cc1 (stereo not given) was read as PDI turbidity -5, N-glyco inh -2, aDG glyco up 0.1, Cardio protect -10, m5-HT2A agonist -4, hiPSC survival 1.0, Vif imaging -1, Exocytosis inh 1, CaV13 FRET inh -10 and ABCB6 inh 2 96.
`COc1ccc(-c2nc3c4ccccc4ccn3c2C=O)cc1` gave PDI turbidity 0, N-glyco inh 3, aDG glyco up 0.3, Cardio protect 8, m5-HT2A agonist 8, hiPSC survival 3.6, Vif imaging 0, Exocytosis inh -2, CaV13 FRET inh -17 and ABCB6 inh 2 96.
COc1ccc(/C=C2/SC(=S)N(CCC(=O)Nc3cccnc3)C2=O)cc1OC was read as PDI turbidity -6, N-glyco inh 2, aDG glyco up 0.1, Cardio protect -1, m5-HT2A agonist 1, hiPSC survival -0.8, Vif imaging 1, Exocytosis inh 13, CaV13 FRET inh -6 and ABCB6 inh 2 101.
For O=C(Oc1cccc2cccnc12)c1ccc(Br)o1 the results were PDI turbidity 6, N-glyco inh 0, aDG glyco up -0.3, Cardio protect -4, m5-HT2A agonist 6, hiPSC survival 2.7, Vif imaging 9, Exocytosis inh -1, CaV13 FRET inh -2 and ABCB6 inh 2 94.
Screening Cc1ccc(C(=O)N2CCCC(CCC(=O)N3CCN(c4ccccn4)CC3)C2)cc1 (stereo not given) returned PDI turbidity 3, N-glyco inh -3, aDG glyco up -0.2, Cardio protect -2, m5-HT2A agonist -1, hiPSC survival -0.5, Vif imaging -5, Exocytosis inh -6, CaV13 FRET inh -6 and ABCB6 inh 2 100.
`Cc1ccccc1NC(=O)Cc1nc(COC(=O)CCc2ccccc2)cs1` gave PDI turbidity 8, N-glyco inh 0, aDG glyco up 0.5, Cardio protect -2, m5-HT2A agonist 1, hiPSC survival 0.0, Vif imaging -2, Exocytosis inh -4, CaV13 FRET inh -2 and ABCB6 inh 2 98.
c1ccc(C2=NCCCN2)cc1 was read as PDI turbidity -5, N-glyco inh 2, aDG glyco up -0.2, Cardio protect 13, m5-HT2A agonist -2, hiPSC survival -0.3, Vif imaging 3, Exocytosis inh -1, CaV13 FRET inh -9 and ABCB6 inh 2 108.
CN(C(=O)COC(=O)CN1C(=O)c2cccc([N+](=O)[O-])c2C1=O)c1ccccc1 was read as PDI turbidity 2, N-glyco inh 3, aDG glyco up 0.0, Cardio protect 3, m5-HT2A agonist 6, hiPSC survival -0.4, Vif imaging 2, Exocytosis inh -4, CaV13 FRET inh -5 and ABCB6 inh 2 97.
`O=c1c2c(ncn2C2CCCC2)n(Cc2ccccc2)c(=O)n1CCOc1ccc(Br)cc1` gave PDI turbidity -11, N-glyco inh -8, aDG glyco up 0.0, Cardio protect -5, m5-HT2A agonist -4, hiPSC survival 4.9, Vif imaging 9, Exocytosis inh 0, CaV13 FRET inh -17 and ABCB6 inh 2 96.
O=C(NCc1n[nH]c(=S)n1-c1cccc(Cl)c1)c1cccs1 was read as PDI turbidity -2, N-glyco inh 1, aDG glyco up 0.0, Cardio protect -10, m5-HT2A agonist 4, hiPSC survival -0.5, Vif imaging 23, Exocytosis inh 9, CaV13 FRET inh -5 and ABCB6 inh 2 99.
For Clc1cccc(Cl)c1CNC1CCCC1 the results were PDI turbidity -2, N-glyco inh -1, aDG glyco up 0.1, Cardio protect 7, m5-HT2A agonist 1, hiPSC survival -1.6, Vif imaging 3, Exocytosis inh 3 and ABCB6 inh 2 95.
Screening C1CN(CC2COC(CN3CCOCC3)CO2)CCO1 (stereo not given) returned PDI turbidity 12, N-glyco inh 2, aDG glyco up 0.1, Cardio protect -1, m5-HT2A agonist 0, hiPSC survival -2.5, Vif imaging 2, Exocytosis inh -2, CaV13 FRET inh -6 and ABCB6 inh 2 97.
For COc1cccc(CN(C)C(=O)c2cc(S(=O)(=O)NC3CCCCC3)ccc2C)c1OC the results were PDI turbidity -4, N-glyco inh -2, aDG glyco up 0.0, Cardio protect -3, m5-HT2A agonist 1, hiPSC survival 0.1, Vif imaging 9, Exocytosis inh 0, CaV13 FRET inh -6 and ABCB6 inh 2 97.
For Cc1ccnc(NC(=O)CCC(=O)N(CC(=O)NC(C)(C)C)C2CCCC2)c1 the results were PDI turbidity -5, N-glyco inh 0, aDG glyco up 0.0, Cardio protect 13, m5-HT2A agonist 3, hiPSC survival 1.1, Vif imaging 4, Exocytosis inh 6, CaV13 FRET inh 1 and ABCB6 inh 2 92.
`COc1ccc(C)cc1S(=O)(=O)Nc1cccc(Cl)c1` gave PDI turbidity 2, N-glyco inh -2, aDG glyco up 1.5, Cardio protect -22, m5-HT2A agonist 5, hiPSC survival -1.6, Exocytosis inh -2, CaV13 FRET inh -2 and ABCB6 inh 2 100.
For CC(=O)N1CCOc2ccc(S(=O)(=O)NC(C)c3ccccc3)cc21 (stereo not given) the results were PDI turbidity 5, N-glyco inh 2, aDG glyco up -0.2, Cardio protect 2, m5-HT2A agonist 12, hiPSC survival -0.4, Vif imaging -10, Exocytosis inh -1, CaV13 FRET inh -7 and ABCB6 inh 2 97.
`COC(=O)c1cccc(NC(=O)c2ccco2)c1` gave PDI turbidity 0, N-glyco inh 1, aDG glyco up -0.1, Cardio protect 12, m5-HT2A agonist 2, hiPSC survival -0.9, Vif imaging 0, Exocytosis inh -2 and ABCB6 inh 2 93.
CCc1ccccc1Oc1nc2cc(-c3cccc(OC)c3)sc2c(=O)n1C was read as PDI turbidity 4, N-glyco inh 1, aDG glyco up -0.1, Cardio protect -4, m5-HT2A agonist 4, hiPSC survival 2.5, Vif imaging inconclusive, Exocytosis inh -9, CaV13 FRET inh -4 and ABCB6 inh 2 106.
Screening CC(C)(C)C1=NN(c2ccc([N+](=O)[O-])cc2)C(c2ccccc2)C1 (stereo not given) returned PDI turbidity 16, N-glyco inh -5, aDG glyco up -0.3, Cardio protect -3, m5-HT2A agonist 5, hiPSC survival -1.0, Vif imaging 9, Exocytosis inh inconclusive, CaV13 FRET inh -150 and ABCB6 inh 2 104.
For CC1(C)CC(=O)C2=C(C1)N1C(=C(C#N)C2c2ccc(Cl)cc2)N=C(N)c2ccccc21 (stereo not given) the results were N-glyco inh 3, aDG glyco up 0.2, Cardio protect 5, m5-HT2A agonist -6, hiPSC survival -3.6, Vif imaging -1, Exocytosis inh 4, CaV13 FRET inh -2 and ABCB6 inh 2 101.
`C(#Cc1ccccc1)Cn1nnc2ccccc21` gave PDI turbidity -6, N-glyco inh -5, aDG glyco up -0.1, Cardio protect -5, m5-HT2A agonist -5, hiPSC survival -0.6, Exocytosis inh -4 and ABCB6 inh 2 99.
Screening COC(=O)C(CC(C)C)NC(=O)c1ccc([N+](=O)[O-])cc1 (stereo not given) returned PDI turbidity -4, N-glyco inh 1, aDG glyco up -0.2, Cardio protect -1, m5-HT2A agonist -4, hiPSC survival -2.1, Vif imaging 8, Exocytosis inh 1, CaV13 FRET inh -1 and ABCB6 inh 2 91.
For CCOC(=O)C1(Cc2cccc(Cl)c2)CCCN(C(=O)c2ccc(C)nc2)C1 (stereo not given) the results were PDI turbidity 10, N-glyco inh 1, aDG glyco up 1.1, Cardio protect 3, m5-HT2A agonist 3, hiPSC survival -0.8, Vif imaging -6, Exocytosis inh -6, CaV13 FRET inh -6 and ABCB6 inh 2 99.
`C/C=C(\C)CN1CCc2cc(OC)c(OC)cc2C1` gave PDI turbidity 1, N-glyco inh 1, aDG glyco up -0.2, Cardio protect 0, m5-HT2A agonist -11, hiPSC survival 2.1, Vif imaging 6, Exocytosis inh -2, CaV13 FRET inh -8 and ABCB6 inh 2 96.
For Cc1cc(C)n(C(=O)CNc2ccccc2Cl)n1 the results were PDI turbidity -8, N-glyco inh 0, aDG glyco up 0.0, Cardio protect 2, m5-HT2A agonist -2, hiPSC survival -3.6, Vif imaging 14, Exocytosis inh -7, CaV13 FRET inh -5 and ABCB6 inh 2 114.
CSCCC(NC(=O)c1ccc(C)o1)C(=O)O (stereo not given) was read as PDI turbidity 8, N-glyco inh 2, aDG glyco up 0.1, Cardio protect 2, m5-HT2A agonist 7, hiPSC survival -1.0, Vif imaging -5, Exocytosis inh 2, CaV13 FRET inh -4 and ABCB6 inh 2 92.

High-throughput results (PubChem)
